HIF-2a block: HIF-2a reporter inhibitors, primary screen, luminescence, 786-0 RCC cells; 786-0 RCC cells HIF-2a reporter, luciferase luminescence, overnight; inhibition, % at 18.8 µM; 0.72% of 360,000 active;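 active = inhibition of the luminescence signal of 40% or more relative to plate controls, in a single-dose primary screen at 18.75 µM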
TRAIL sens C8: viability loss with TRAIL in NB7+C8 cells, primary screen, TRAIL sensitizer project, cell-based, ATPlite luminescence. inhibition (viability loss, TRAIL sensitization), % at 10 µM. 1% of 360,000 active;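 active = compounds causing at least 50% loss of cell viability in the single-dose screen, relative to plate controls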
* marks the source's active call; other numbers are inactive results.

SMILES	HIF-2a block	TRAIL sens C8
CCCCNC(=O)C1C(c2ccc(C(F)(F)F)cc2)=Nc2ccccc2N1C(=O)c1cccc2ccccc12 (stereo unspecified)	3.6	-1.5
COC(=O)[C@@H]1ON2OCC(C)=C3CCCC[C@@]32[C@H]1C(=O)OC	1.5	10.8
CS(=O)(=O)c1ccc(S(=O)(=O)N2CCN(C(=O)C(O)c3ccccc3)CC2)cc1 (stereo unspecified)	-5.5	2.8
COc1ccc(C(O)C(O)(C(=O)OC(C)C)c2ccc(C)cc2)cc1 (stereo unspecified)	6.5	-0.9
COc1ccc(-c2cn(CC[C@@H]3CC[C@H](NC(=O)Cc4ccccn4)[C@@H](CO)O3)nn2)cc1	0.8	1.2
COc1ccc(C(C(=O)NC(C)(C)C)n2c(-c3ccc(=O)[nH]c3)nc3ccccc32)cc1 (stereo unspecified)	-150.5	38.0
COC(=O)C[C@H]1C=C[C@@H](NC(=O)Nc2c(C)noc2C)[C@@H](CO)O1	2.8	5.6
COC(=O)c1sc(N)nc1CCNC(=O)OC(C)(C)C	0.4	5.6
O=C1Nc2ccccc2-c2nnnn2C1N1CCCCC1 (stereo unspecified)	7.3	8.2
CC(C)N1C(=O)c2ccccc2NC(=O)C1C(=O)NC1CC1 (stereo unspecified)	16.7	2.2
CCC(C(=O)NC1CCCC1)n1c(-c2ccccn2)nc2ccccc21 (stereo unspecified)	8.7	-6.6
COc1ccc(NC(=O)C(c2ccccc2F)n2c(=O)c(-c3cc4ccccc4[nH]3)nc3ccccc32)cc1 (stereo unspecified)	-32.4	-0.9
CCOC(=O)/C=C/c1cccc(OC)c1O	-234.4	3.3
O=C(/C=C1\OCc2cc(OCc3ccccc3)ccc21)OCc1ccccc1	-18.1	4.6
COC(=O)C[C@@H]1CC[C@@H](NS(=O)(=O)c2ccccc2OC)[C@@H](CO)O1	9.4	0.0
COc1ccc(CN2C(=O)CSCC2(C)C(=O)Nc2ccc3c(c2)OCCO3)cc1 (stereo unspecified)	-6.8	2.1
COc1ccc(OC)c(CN2C(=O)CN(S(C)(=O)=O)CC2(C)C(=O)NCc2ccccc2)c1 (stereo unspecified)	7.7	-1.8
O=C(Nc1ccc(Cl)cc1)N[C@H]1CC[C@H](CCn2cc(-c3ccccc3F)nn2)O[C@@H]1CO	-12.3	26.8
CCCCNC(=O)c1nc(-c2cccnc2)oc1-c1ccc(OC(F)(F)F)cc1	-11.1	-5.4
CCCCCNC(=O)C(c1ccccc1F)n1c(=O)c(-c2ccco2)nc2ccccc21 (stereo unspecified)	5.0	-1.8
Cc1cccc(C)c1NC(=O)C(c1ccccc1OC(F)(F)F)N1CCC(c2ccccc2)CC1 (stereo unspecified)	4.6	11.5
O=C1C=C(OCCF)CC(c2ccccc2C(F)(F)F)O1 (stereo unspecified)	4.3	-6.5
O=C(NC1CCCC1)C(C1CC1)n1c(-c2cc3ccccc3[nH]2)nc2ccccc21 (stereo unspecified)	-241.0	0.2
CC(C)(C)NC(=O)C(c1ccnc2ccccc12)n1c(=O)c(-c2cc3ccccc3[nH]2)nc2ccccc21 (stereo unspecified)	-34.7	12.6
CC(=O)c1ccc(C2CC(OCCF)=CC(=O)O2)cc1 (stereo unspecified)	-6.4	3.9
COC(=O)C1(C(=O)OC)C[C@H](/C=C/c2ccccc2)N(Cc2ccccc2OC)[C@@H]1c1ccc(F)cc1	8.7	6.6
CC1(C(=O)NCc2ccccc2)CN(S(C)(=O)=O)CC(=O)N1CCc1ccccc1 (stereo unspecified)	4.9	-6.0
CC(=O)Nc1ccc(C(=O)N2c3ccccc3N=C(c3ccc4c(c3)OCO4)C2C(=O)NCc2ccccc2)cc1 (stereo unspecified)	-133.9	-5.8
CC(C(=O)NCc1ccccc1)n1c(-c2ccc3c(c2)CCO3)nc2ccccc21 (stereo unspecified)	-21.0	-17.2
CC(C)NC(=O)N[C@H]1C=C[C@H](CC(=O)NCc2ccc(Oc3ccccc3)cc2)O[C@@H]1CO	2.1	-4.9
Cc1ccc2ccc(C(Nc3ccccc3)c3ccc(Cl)cc3)c(O)c2n1 (stereo unspecified)	-79.1	14.8
CCOC(=O)[C@]12CCCC=C1N(CCC1=CCCCC1)C(=O)[C@H](CC(=O)N1CCC(c3ccccc3)CC1)C2	-20.2	-2.6
CCCCCNC(=O)C(C1CC1)n1c(=O)c(-c2ccco2)nc2ccccc21 (stereo unspecified)	9.0	10.2
CC(c1nc2ccccc2[nH]1)n1c(-c2ccncc2)nc2ccccc21 (stereo unspecified)	13.9	8.3
CCCCCNC(=O)C(c1ccncc1)n1c(=O)c(-c2ccccc2)nc2ccccc21 (stereo unspecified)	-55.0	-9.3
COc1cc(Cc2nc3ccccc3n2C(C)c2nc3ccccc3[nH]2)cc(OC)c1 (stereo unspecified)	7.6	-20.0
COC(=O)C1=CN(c2ccc(OC)cc2OC)C(N)=C(C#N)C1c1ccccc1F (stereo unspecified)	-9.8	0.5
CCOC(=O)C[C@@H]1OC[C@H](C(C)C)N1S(=O)(=O)c1ccc(C)cc1	-1.4	0.2
COc1ccc(CN2C(=O)CSCC2(C)C(=O)Nc2c(C)cccc2C)cc1OC (stereo unspecified)	4.0	-12.9
Cc1ccc(N2CCN(C(=O)C(=O)c3cccc(Br)c3)CC2)cc1	7.3	-5.3

Structural class: the entries above containing sulfur
SMILES	HIF-2a block	TRAIL sens C8
CS(=O)(=O)c1ccc(S(=O)(=O)N2CCN(C(=O)C(O)c3ccccc3)CC2)cc1 (stereo unspecified)	-5.5	2.8
COC(=O)c1sc(N)nc1CCNC(=O)OC(C)(C)C	0.4	5.6
COC(=O)C[C@@H]1CC[C@@H](NS(=O)(=O)c2ccccc2OC)[C@@H](CO)O1	9.4	0.0
COc1ccc(CN2C(=O)CSCC2(C)C(=O)Nc2ccc3c(c2)OCCO3)cc1 (stereo unspecified)	-6.8	2.1
COc1ccc(OC)c(CN2C(=O)CN(S(C)(=O)=O)CC2(C)C(=O)NCc2ccccc2)c1 (stereo unspecified)	7.7	-1.8
CC1(C(=O)NCc2ccccc2)CN(S(C)(=O)=O)CC(=O)N1CCc1ccccc1 (stereo unspecified)	4.9	-6.0
CCOC(=O)C[C@@H]1OC[C@H](C(C)C)N1S(=O)(=O)c1ccc(C)cc1	-1.4	0.2
COc1ccc(CN2C(=O)CSCC2(C)C(=O)Nc2c(C)cccc2C)cc1OC (stereo unspecified)	4.0	-12.9

More records.
SMILES	HIF-2a block	TRAIL sens C8
Cc1ccccc1CN1C(=O)CN(S(C)(=O)=O)CC1(C)C(=O)NCc1ccccc1 (stereo unspecified)	-2.4	-14.6
CC(C)(C)NC(=O)C(C1CC1)n1c(=O)c(-c2ccccc2)nc2ccccc21 (stereo unspecified)	4.7	8.3
O=C(NC1CCCC1)C(c1ccco1)N1CCC(O)(c2ccc(Cl)cc2)CC1 (stereo unspecified)	1.1	-9.5
C#CCN1CCc2onc(-c3ccc(Br)cc3)c2C1=O	-173.0	8.3
COC(=O)[C@@]12C[C@@H](CC(=O)NCc3ccc(C)o3)C(=O)N(Cc3ccc4c(c3)OCO4)C1=CCC(C)(C)C2	8.5	3.7
COc1cccc(-c2c(-c3ccccc3OC)ncn2Cc2cccc(-c3ccccc3)c2)c1	-23.9	-6.2
Nc1sccc1C(=O)NCCN1CCOCC1	1.8	13.4
COC(=O)[C@@]12C[C@@H](CC(=O)NCc3cccs3)C(=O)N(Cc3ccc4c(c3)OCO4)C1=CCC(C)(C)C2	7.4	0.7
COC(=O)[C@]12CCCCC=C1N(Cc1ccc3c(c1)OCO3)C(=O)[C@H](CC(=O)N1CCCCC1)C2	-5.7	1.9
O=c1c(-c2cccs2)nc2ccccc2n1C(c1ccccn1)c1nc2ccccc2[nH]1 (stereo unspecified)	-110.4	8.8
CC(c1nc2ccccc2[nH]1)n1c(=O)c(-c2cccnc2)nc2ccccc21 (stereo unspecified)	2.8	-0.5
COc1ccccc1N1CCN(C(=O)C(=O)c2cccc([N+](=O)[O-])c2)CC1	0.3	-11.9
COc1ccc(-c2nc3ccccc3n(CC(C)C)c2=O)cc1	-13.0	-12.6
Cc1ccc(S(=O)(=O)N2CCN(C(=O)C(O)c3ccccc3)CC2)cc1 (stereo unspecified)	2.3	-3.0
O=C(NCC[C@@H]1CC[C@@H](NS(=O)(=O)Cc2ccccc2)[C@@H](CO)O1)C1CC1	1.8	3.0
CO[C@@H]1CN(C)C(=O)c2cc(NC(=O)NC3CCCCC3)ccc2OC[C@@H](C)N(CCc2ccccc2)C[C@H]1C	-13.8	2.3
CC1(C(=O)NCc2ccccc2)CSCC(=O)N1CC(F)(F)F (stereo unspecified)	-4.8	6.5
COc1ccc(S(=O)(=O)N[C@H]2CC[C@H](CCNC(=O)c3ccccc3F)O[C@@H]2CO)cc1	4.2	5.1
COC(=O)/C=C1\OCc2cc(OC)c(OCc3ccccc3)cc21	6.9	2.9
COC(=O)C1=CN(c2ccc(OC)cc2)C(N)=C(C#N)C1c1ccccc1F (stereo unspecified)	-2.8	7.5
CO[C@@H]1CN(C)C(=O)c2cc(NS(=O)(=O)c3ccc(C)cc3)ccc2OC[C@H](C)N(Cc2nccs2)C[C@H]1C	-10.1	-4.2
Cc1ccc(C)c(C(Nc2ccccc2)c2ccc3ccc(C)nc3c2O)c1 (stereo unspecified)	-57.1	10.2
CCCCNC(=O)C[C@@H]1C[C@@]2(C(=O)OC)CC(C)(C)CC=C2N(Cc2ccccc2)C1=O	7.7	-5.5
Cc1cnc(-c2nc3ccccc3n2C(C)C(=O)Nc2c(C)cccc2C)cn1 (stereo unspecified)	5.5	-7.7
COC(=O)[C@]12CCCCC=C1N(Cc1ccc3c(c1)OCO3)C(=O)[C@H](CC(=O)NCC1CCCCC1)C2	-5.7	0.8
Cc1cccc(N2CCN(C(C(=O)NCc3ccccc3)c3ccco3)CC2)c1C (stereo unspecified)	-6.3	21.6
CCCCNC(=O)c1nc(-c2ccccc2)oc1-c1ccc(Cl)cc1	-81.2	-3.1
CC(C)(C)C(C(=O)NC1CCCC1)N1CCN(c2ncccc2C#N)CC1 (stereo unspecified)	8.9	-6.5
COc1ccc(N2CCN(C(=O)C(=O)c3cc(OC)c4ccccc4c3)CC2)cc1	6.8	-25.7
O=C(C(O)c1ccccc1)N1CCN(S(=O)(=O)c2ccc(OC(F)(F)F)cc2)CC1 (stereo unspecified)	1.0	3.4
COc1ccccc1CNC(=O)C[C@H]1CC[C@@H]2[C@H](COC[C@H](O)CN2Cc2ccc3c(c2)OCO3)O1	5.6	-10.1
COC(=O)[C@@]12C[C@@H](CC(=O)NCc3ccc(C)o3)C(=O)N(Cc3cccc4ccccc34)C1=CCC(C)(C)C2	1.3	8.4
Cn1cc([C@]2(O)C(=O)Nc3cccc(Cl)c32)c2ccccc21	14.4	-12.2
CN1C(=O)[C@@](O)(CC(=O)c2ccccc2)c2cc(Br)ccc21	4.1	-6.0
Cc1ccc(Cc2nc3ccccc3n2C(CCc2ccccc2)c2nc3ccccc3[nH]2)cc1 (stereo unspecified)	3.0	2.7
Cc1cccc(C)c1NC(=O)C1(C)CN(S(C)(=O)=O)CC(=O)N1CCc1ccc(O)cc1 (stereo unspecified)	8.2	0.8
CC1(C(=O)Nc2ccc3c(c2)OCCO3)CSCC(=O)N1CCc1ccccc1F (stereo unspecified)	-37.0	-11.8
CCOC1=C2CN(S(=O)(=O)c3ccc(C)cc3)C(c3ccccc3)CC2N(S(=O)(=O)c2ccccc2Cl)C(c2ccccc2)C1 (stereo unspecified)	-3.7	-18.2
O=[N+]([O-])c1ccc(F)c(CN2CCN(c3ncc(Cc4ccccc4)cn3)CC2)c1	-0.9	-17.8
CCCCOCCCNC(=O)C[C@@H]1C[C@@]2(C(=O)OCC)CCCC=C2N(CCC2=CCCCC2)C1=O	4.8	-5.5
O=C1C=C(OCCF)CC(c2ccc(Br)cc2)O1 (stereo unspecified)	3.0	-4.0
Cc1ccc(-c2nc3ncccn3c2N)cc1	-60.7	-3.7
Cc1cc2c(cc1C)-n1nnnc1C(N1CCN(CC(=O)NC(C)C)CC1)C(=O)N2 (stereo unspecified)	-7.1	-6.1
CCC(C(=O)Nc1c(C)cccc1C)n1c(-c2ccc(-c3ccccc3)cc2)nc2ccccc21 (stereo unspecified)	-28.0	-5.1
COC(=O)[C@]12CCCCC=C1N(CCc1ccc(OC)c(OC)c1)C(=O)[C@H](CC(=O)NCC13CC4CC(CC(C4)C1)C3)C2	-8.7	-7.2
CC1(C(=O)Nc2ccc3c(c2)OCCO3)CSCC(=O)N1Cc1ccco1 (stereo unspecified)	-37.1	-1.3
Cc1ccc(S(=O)(=O)N2[C@@H](Cc3ccccc3)CO[C@H]2CC(=O)c2ccccc2)cc1	-21.2	10.3
COC(=O)C[C@H]1CC[C@H](NS(=O)(=O)c2cn(C)cn2)[C@@H](CO)O1	12.4	-5.6
COC(=O)[C@@]12C[C@@H](CC(=O)NCC3CCCCC3)C(=O)N(Cc3ccc4c(c3)OCO4)C1=CCC(C)(C)C2	-9.6	12.8
Cc1cnc(-c2nc3ccccc3n2C(C(=O)NC(C)(C)C)c2ccccc2)cn1 (stereo unspecified)	13.1	8.3

Source: PubChem

The list is partial (hit frequency here may not be typical).
